Compound activity (PubChem)
GALR2 blocker – blocks the human galanin receptor 2; O43603; GALR2-expressing cells, antagonist mode; inhibition, % at 4 µM; 140,000 tested, 0.39% active; in the data active = inhibition above about 27%;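 also: cells stimulated with galanin 1-16 at roughly its EC80; 0% = agonist challenge control and 100% = basal control without agonist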
Target sequence (O43603 whole entry, looked up): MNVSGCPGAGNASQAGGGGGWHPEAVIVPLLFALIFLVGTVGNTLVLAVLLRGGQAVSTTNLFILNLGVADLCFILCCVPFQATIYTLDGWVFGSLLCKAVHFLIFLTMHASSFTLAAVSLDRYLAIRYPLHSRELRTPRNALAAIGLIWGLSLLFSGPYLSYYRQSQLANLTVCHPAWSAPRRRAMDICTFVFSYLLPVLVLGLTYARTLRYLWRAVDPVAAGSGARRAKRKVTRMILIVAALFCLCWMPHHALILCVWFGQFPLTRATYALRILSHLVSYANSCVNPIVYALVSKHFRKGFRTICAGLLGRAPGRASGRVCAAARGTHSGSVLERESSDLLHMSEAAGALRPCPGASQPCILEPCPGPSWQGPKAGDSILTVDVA
MRP1 act – MRP-1 activation | viability increase, % at 10 µM | H69AR cells + doxorubicin, viability rescue, CellTiter-Glo | 140,000 tested, 0.61% active;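 active = viability gain under doxorubicin at or above a set limit, the compound median plus 3 SD, cut at about 4.7% in these data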;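 also: MRP-1 overexpressing cells given doxorubicin 25 µM after compound pretreatment; 18-22 h compound pretreatment then 72 h with doxorubicin before readout; 0% = doxorubicin-only wells and 100% = vehicle-treated cells without doxorubicin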
Phagocytosis inh – blocks phagocytosis by macrophages | 110,000 tested, 0.07% active | J774A.1 macrophage IgG-bead phagocytosis, imaging | inhibition, % at 5 µM;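 active = inhibition above the mean of the plate negative controls plus 5 SD, cut at about 13% in these data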;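 also: phagocytic index as fraction of beads internalized from green versus red external bead signal; plate controls were DMSO negative control for no effect and cytochalasin-D positive control for full effect; some results beyond the cut were filed as inactive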
Yeast growth inh – yeast BB579 growth reduction in restrictive medium; inhibition, % at 10 µM; AID 804; 140,000 tested, 0.51% active; S. cerevisiae BB579 growth, OD615, 48 h;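 active = inhibition above a set limit, 3 SD over the mean compound inhibition, cut at about 44% in these data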; also: inactives centre near -24
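Assay system – yeast BB579 (DeaD) · Dosing – single compound dose of 10 µM, 0.25% DMSO final · Detection – OD615 turbidity measurement · Buffer or medium – CSMM-D restrictive synthetic medium containing dextrose (glucose) · Benchmarks – positive control amphotericin B 10 µg/mL · Incubation – 48 h exposure, 30 °C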
NPY Y2 blocker – NPY-Y2 (human) receptor antagonism; P49146; NPY-Y2 expressing cells, antagonist mode; inhibition, % at 2.7 µM; 140,000 tested, 0.99% active; AID 793; in the data active = inhibition above about 17%;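 also: 0% = vehicle with agonist challenge and 100% = reference antagonist with challenge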
Target sequence (P49146 whole entry, looked up): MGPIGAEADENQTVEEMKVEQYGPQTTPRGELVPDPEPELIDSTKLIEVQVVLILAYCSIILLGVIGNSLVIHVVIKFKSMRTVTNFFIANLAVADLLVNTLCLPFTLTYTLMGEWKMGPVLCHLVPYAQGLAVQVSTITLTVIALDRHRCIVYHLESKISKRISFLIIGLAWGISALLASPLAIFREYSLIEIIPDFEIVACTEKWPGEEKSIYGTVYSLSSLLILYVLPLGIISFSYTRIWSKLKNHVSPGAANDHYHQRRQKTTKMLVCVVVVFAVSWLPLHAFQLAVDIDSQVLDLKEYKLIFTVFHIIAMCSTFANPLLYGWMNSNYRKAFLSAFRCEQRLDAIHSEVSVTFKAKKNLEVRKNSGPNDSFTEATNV
PTEN del growth – PTEN-deleted cell growth suppression | HCT116 PTEN-null viability, CellTiter-Glo, 60 h; hits give low values | viability, % at 10 µM | 140,000 tested, 1.2% active;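 active = viability at or below a set limit, 4 SD under the median of all tested compounds, cut at about 3.7% in these data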;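 also: PTEN knockout HCT116 line with beta catenin targeted HCT116 as companion control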
Yeast lifespan up – yeast lifespan extension; S. cerevisiae growth with nicotinamide, OD615; deaD strain in restrictive glucose medium; inhibition of the nicotinamide effect, % at 10 µM; 130,000 tested, 0.68% active; AID 775;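 active = inhibition above a set limit, placed 3 SD over the median of all compounds, cut at about 26% in these data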;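 also: 0% = nicotinamide-treated wells and 100% = cells grown without nicotinamide; some compounds called inactive have numbers as strong as hits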
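Test system: DeaD-strain S. cerevisiae / Buffer or medium: restrictive glucose medium / Also added: nicotinamide 1.5 mM / Doses: one concentration, 10 µM, DMSO 0.25% / Schedule: 48 h at 30 °C / Signal: OD615 measurement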
E-sel TNF inh – TNF alpha driven E-selectin expression inhibition. HUVEC TNFa-induced E-selectin immunofluorescence, high content. inhibition, % at 2 µM. 120,000 tested, 0.71% active. AID 1246;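 active = inhibition above the batch mean plus 3 SD, and confirmed as a hit on visual image review, cut at about 43% in these data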;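 also: 0% = TNF-stimulated DMSO wells and 100% = unstimulated control wells; not every result past the cut was called active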
bCat KO growth – beta-catenin-lacking colon tumor cell growth suppression; HCT116 beta-catenin knockout viability, CellTiter-Glo, 60 h; hits give low values; viability, % at 10 µM; 140,000 tested, 1.5% active; AID 818;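 active = viability at or under a set limit, the compound median less 4 SD, cut at about 6% in these data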;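 also: 0% = Hyamine 1622 control at 20 µM and 100% = untreated cell control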
Measles CPE – protection of cells from measles virus. Measles virus-infected cells, CPE protection, absorbance. protection (pct of control), % at 4 µM. 140,000 tested, 1.5% active; in the data active = protection mostly above about 24%, no sharp cut-off; inactive = mostly below about 26%; also: some compounds called inactive have numbers as strong as hits
Active calls of the source: *; · = no result given; & = joins results of further samples.

mol	GALR2 blocker	MRP1 act	Phagocytosis inh	Yeast growth inh	NPY Y2 blocker	PTEN del growth	Yeast lifespan up	E-sel TNF inh	bCat KO growth	Measles CPE
CCn1cc([N+](=O)[O-])c(C(=O)Nc2cc(C)on2)n1	-5	-1.8	2	7	4	96	-10	-13	94	4
COc1ccc2nc(NC(=O)C3CCCN(S(=O)(=O)c4c(C)noc4C)C3)sc2c1 (configuration not stated)	15	-4.0	-1	-8	0	46	-4	-28	54	3
COc1ccc(C)cc1S(=O)(=O)N(C)CC(=O)NC1CCCCC1	-4	-0.9	-2	-50	3	90	-10	-18	91	7
Cc1cc(Nc2ccc(F)c(Cl)c2)n2ncnc2n1	12	-0.8	-1	-14	4	75	-7	-37	95	4
Nc1nc(Cl)nc2c1ncn2[C@@H]1O[C@H](CO)[C@@H](O)[C@H]1O	8	-3.3	·	-29	102*	58	4	·	31	32
COc1ccc(-c2nc(-c3cccc(C)c3)nc(Cl)c2C#N)cc1	-8	-0.1	-2	-31	-1	80	-3	·	94	11
Cc1ccc(S(=O)(=O)N(C)c2ccc(OCC(=O)Nc3nc4ccccc4s3)cc2)cc1	0	-0.6	-9	-39	6	31	2	·	27	9
COc1ccc(Cl)cc1N(C(=O)Nc1cccc(Cl)c1)C1=NCC(C)S1 (configuration not stated)	6	1.0	-8	-24	1	85	-1	·	86	3
CCOC(=O)c1cc2sc(C)cc2n1CC(=O)N1CCN(C(=O)c2ccco2)CC1	0	-2.1	·	1	0	94	-20	7	86	1
NC(=O)c1ccccc1OCC(=O)O	1	-1.2	·	12	1	89	-22	-27	83	6
Cc1cccc(/C(N)=N/OC(=O)Cc2cccs2)c1	-5	0.4	-1	-38	3	84	-11	2	89	15
CCCCNC(=O)Nc1ccccc1C(=O)NCc1ccco1	-2	-1.5	0	-66	2	95	-11	-12	103	4
Cc1ccc(-c2csc3nc[nH]c(=S)c23)cc1	7	-3.2	-1	-15	0	65	-4	-3	67	8
COc1ccc(CNC(=O)C(C)N=C2NS(=O)(=O)c3ccccc32)cc1OC (configuration not stated)	10	-2.5	0	-32	0	98	2	33	89	4
O=C(Nc1cccnc1)c1ccccc1O	-6	-3.7	0	-9	6	107	-11	-3	93	8
CN(C)S(=O)(=O)c1cccc(C(=O)NCC2CCCO2)c1 (configuration not stated)	2	-2.2	0	-30	0	93	-14	-1	93	22
COCCOC(=O)C1=C(C)NC2=C(C(=O)CCC2)C1c1cc2c(cc1Br)OCO2 (configuration not stated)	4	-0.8	0	-60	0	110	-8	·	96	6
CCOC(=O)c1cc([N+](=O)[O-])sc1NC(=O)c1ccc(S(=O)(=O)N2CC3(C)CC2CC(C)(C)C3)cc1 (configuration not stated)	-12	-5.7	-9	-46	0	30	-2	·	49	7
COc1ccc(NC(=O)/C(C#N)=C\c2cc(C)n(-c3ccc(Oc4ccc([N+](=O)[O-])cn4)cc3)c2C)cc1	-11	-3.8	0	-4	3	43	-1	1	54	0
C[C@@H](C(=O)Nc1ccc2ccccc2c1)[C@H]1C[C@]1(C)[C@H](NP(=O)(c1ccccc1)c1ccccc1)c1ccccc1	6	-2.2	·	-22	-2	39	6	-7	52	2
O=C(NNS(=O)(=O)c1ccccc1[N+](=O)[O-])c1ccncc1	6	-1.9	-1	-36	4	107	6	·	100	17
COc1cc2c(cc1OC)C(C(=O)NCc1cccnc1)C(c1cccnc1)N(C)C2=O (configuration not stated)	5	0.3	·	-21	3	106	4	·	102	6
CN(CC(=O)N1CCN(c2ccccc2F)CC1)S(=O)(=O)c1cnc[nH]1	-9	-0.7	0	-82	0	102	6	6	94	2
CCCCCC(C)n1[nH]c(=O)cc1N (configuration not stated)	-3	2.1	0	-9	3	105&102	-10	-9	99	3
CSc1cccc(NC(=O)COc2cccc3ccccc23)c1	9	-0.4	0	-10	6	84	-2	8	97	12
COc1ccc(Nc2nc(N3CCCCC3)c3ccccc3n2)cc1	19	-2.3	·	-68	41*	10	-14	·	10	10
Cc1nnc(NC(=O)Cc2cccs2)s1	2	-2.0	-1	-23	-1	98	-7	7	112	6
Cc1cccc(OCCCC(=O)Nc2ccc(S(=O)(=O)Nc3onc(C)c3C)cc2)c1	-1	-0.7	-2	-40	1	117	3	9	101	15
CCc1c(C)nc(N)n2c(SCC(=O)Nc3ccccc3)nnc12	-4	-3.0	·	-32	0	98	-16	-3	111	7
Cc1nc(CN2CCCC2=NC#N)n(-c2ccccc2)n1	-9	-1.0	-1	-17	-2	99	4	·	92	10
CC1=C([N+](=O)[O-])C(c2cccc(Br)c2)C2=C(N1)c1ccccc1C2=O (configuration not stated)	21	-2.1	11	-42	-4	13	-13	-33	14	6
CC(=O)C1=C(O)C(=O)N(CCCO)C1c1ccccc1 (configuration not stated)	-5	1.0	7	-16	1	109	-9	·	115	20
O=C1C2CCCN2C(=O)N1CCCCN1CCN(c2ccccc2)CC1 (configuration not stated)	-2	-0.4	5	-45	2	104	9	·	93	2
O=C(NCCN1CCN(Cc2ccccc2)CC1)C1c2ccccc2C(=O)N2CCc3ccccc3C12 (configuration not stated)	2	-3.6	·	-26	5	86	-8	·	82	4
COC(=O)[C@@H](NC(=O)O[C@H]1C(=O)c2ccc(OC)cc2O[C@@H]1c1ccc2c(c1)OCO2)C(C)C	0	-2.1	·	-47	7	75	5	·	82	4
CCOC(=O)C1CCN(C(=O)Nc2ccc(Cl)cc2)CC1	4	0.2	0	-30	4	93	-9	-18	96	7
O=C(OCC#CCSc1nnc(-c2ccncc2)o1)c1sc2ccccc2c1Cl	-5	-3.2	1	-9	3	4	-11	6	8	21
CCn1ccc(=N)cc1	5	-0.3	-1	-15	3	107	-11	-4	107	3
NC(=S)NNC(=O)Nc1ccc(Cl)c(Cl)c1	5	-2.6	3	-6	1	100	-6	·	100	6
Cc1ccc(-n2c(C)cc(C3=NNC(=NC4CC4)SC3)c2C)cc1C	6	-3.6	0	-26	4	71	-6	12	61	74*

As a short view, 10 of the compounds above:
mol	GALR2 blocker	MRP1 act	Phagocytosis inh	Yeast growth inh	NPY Y2 blocker	PTEN del growth	Yeast lifespan up	E-sel TNF inh	bCat KO growth	Measles CPE
CC1=C([N+](=O)[O-])C(c2cccc(Br)c2)C2=C(N1)c1ccccc1C2=O (configuration not stated)	21	-2.1	11	-42	-4	13	-13	-33	14	6
CC(=O)C1=C(O)C(=O)N(CCCO)C1c1ccccc1 (configuration not stated)	-5	1.0	7	-16	1	109	-9	·	115	20
O=C1C2CCCN2C(=O)N1CCCCN1CCN(c2ccccc2)CC1 (configuration not stated)	-2	-0.4	5	-45	2	104	9	·	93	2
O=C(NCCN1CCN(Cc2ccccc2)CC1)C1c2ccccc2C(=O)N2CCc3ccccc3C12 (configuration not stated)	2	-3.6	·	-26	5	86	-8	·	82	4
COC(=O)[C@@H](NC(=O)O[C@H]1C(=O)c2ccc(OC)cc2O[C@@H]1c1ccc2c(c1)OCO2)C(C)C	0	-2.1	·	-47	7	75	5	·	82	4
CCOC(=O)C1CCN(C(=O)Nc2ccc(Cl)cc2)CC1	4	0.2	0	-30	4	93	-9	-18	96	7
O=C(OCC#CCSc1nnc(-c2ccncc2)o1)c1sc2ccccc2c1Cl	-5	-3.2	1	-9	3	4	-11	6	8	21
CCn1ccc(=N)cc1	5	-0.3	-1	-15	3	107	-11	-4	107	3
NC(=S)NNC(=O)Nc1ccc(Cl)c(Cl)c1	5	-2.6	3	-6	1	100	-6	·	100	6
Cc1ccc(-n2c(C)cc(C3=NNC(=NC4CC4)SC3)c2C)cc1C	6	-3.6	0	-26	4	71	-6	12	61	74*

Remaining list, next part
mol	GALR2 blocker	MRP1 act	Phagocytosis inh	Yeast growth inh	NPY Y2 blocker	PTEN del growth	Yeast lifespan up	E-sel TNF inh	bCat KO growth	Measles CPE
COCCOC(=O)c1c(C)nc(SCC(=O)Nc2cccc3ccccc23)c(C#N)c1-c1ccco1	-17	-1.5	0	-68	2	68	7	16	61	22
O=C1CCCN1CCCn1cnc2c([nH]c3ccc(F)cc32)c1=O	-10	-0.9	-1	-48	-2	103	11	-18	104	23
COC(=O)c1ccc(CSc2nc3ccccc3o2)cc1	2	0.9	-1	-1	3	74	-17	-29	77	7
Cc1ccc2c(c1)N(CC(=O)N1CCCc3ccccc31)C(=O)CO2	14	-1.3	-1	-45	-1	81	-12	-34	92	4
Fc1ccc(COc2ccc(Br)cc2CNCc2ccncc2)cc1	-2	-1.1	1	-62	14	52	-21	8	42	10
CCOC(=O)c1c(N2C(=O)C3C4C=CC(O4)C3C2=O)sc2c1CCCC2 (configuration not stated)	-16	-4.2	-1	-24	3	94	-6	7	85	8
O=C(/C=C/c1ccc2c(c1)OCO2)NCc1ccc(F)cc1	-2	2.1	-7	6	8	94	-3	·	96	6
COc1cccc(C2c3c(-c4ccccc4)n[nH]c3C(=O)N2c2ccc(C(=O)O)cc2)c1 (configuration not stated)	13	-1.3	·	-38	0	97	-36	·	100	14

Compounds as they come; 6.1% or so of the library scored in one or more.
